All columns: NCI-60 one-dose screen, growth in % after 48 h at 10 µM unless noted; 100 = growth as untreated, 0 = no growth, -100 = all killed.
KM12 – KM12 colon cancer cells; actives 5% (n = 82,000)
SW-620 – SW-620 colon cancer; AID 1794795; actives 5.2% (n = 82,000)
OVCAR-8 – OVCAR-8 ovarian cancer | AID 1794782 | actives 4.4% (n = 81,000)
HCC-2998 – HCC-2998 colon cancer; actives 4.7% (n = 79,000)
OVCAR-3 – OVCAR-3 ovarian cancer. actives 7% (n = 79,000). AID 1794787
OVCAR-5 – OVCAR-5 ovarian cancer | actives 2.9% (n = 82,000) | AID 1794783
DU-145 – DU-145 prostate cancer; actives 4.2% (n = 81,000); AID 1794760
OVCAR-4 – OVCAR-4 ovarian cancer cells; actives 3.7% (n = 80,000)
PC-3 – PC-3 prostate cancer cells | actives 3.9% (n = 80,000) | AID 1794754
Starred values were filed as active, the others as inactive; · = no result given; & = joins results of further samples. Rule for the calls: active = growth percent below 10; inactive = the rest.

[1] Cc1nn(-c2ccccc2)c2nc3c(c(-c4ccc(Cl)cc4)c12)CNC1(N3)C(=O)N(Cc2ccccc2)c2ccc(Cl)cc21 (stereo not drawn)
[2] COC(=O)C1=Nc2ccc(F)cc2/C1=C/c1sc(=S)[nH]c1O
[3] COc1ccc(-c2cc(C(=O)N=Nc3c(O)[nH]c4ccccc34)c3ccccc3n2)cc1
[4] Nc1c(C(=O)N/N=C/c2cccc(Oc3ccccc3)c2)cnn1CC(O)c1ccccc1 (stereo not drawn)
[5] COc1cc(-n2cc(C#N)c(N)c2C(C)=O)cc(OC)c1OC
[6] CC(C)(C)OC(=O)N1CCN(S(=O)(=O)/N=C2\NC(=O)NC2=C(Cl)Cl)CC1
[7] Cc1cc(Nc2cccc(F)c2)nc(NCc2ccccc2)n1
[8] OCC1OC(OC2C(O)C(CO)OC2(CO)OC2OC(CO)C(O)C(O)C2O)C(O)C(O)C1O (stereo not drawn)
[9] c1ccc(Cn2cc(-c3ccco3)c3ncnc(N4CCOCC4)c32)cc1
[10] O=C(Nc1ccccc1)c1sc(-c2ccc(F)cc2)cc1O

assay / entry	1	2	3	4	5	6	7	8	9	10
KM12	92	10	-11*	88	108	107	14	109	102	93
SW-620	93	23	-30*	97	110	34	23	111	97	95
OVCAR-8	107	13	-29*	88	97	100	19	113	102	87
HCC-2998	109	25	-16*	99	113	75	27	·	114	93
OVCAR-3	84	-1.7*	-93*	96	121	104	0.2*	121	113	81
OVCAR-5	97	44	18	109	99	101	61	107	103	100
DU-145	91	12	-93*	98	112	101	23	116	109	100
OVCAR-4	85	58	-37*	89	103	100	16	100	108	93
PC-3	67	·	2.9*	80	94	97	1.5*	98	96	91

[11] N#CCCNc1ccc(-c2ccccc2)cc1
[12] Cc1cc(Cc2cc(C)cc(C(C)(C)C)c2O)c(O)c(C(C)(C)C)c1
[13] CCOCCOC(=O)c1ccccc1C(=O)OCCOCC
[14] NC(=S)N1N=C(c2ccc(Cl)cc2)CC1c1cc2ccccc2[nH]c1=O (stereo not drawn)
[15] COc1cc(-c2nc3ccccc3[nH]2)cc(CN2CCCCC2)c1O
[16] CC(=O)[C@@H]1CC[C@]2(C(=O)N3CCN(C)CC3)CC[C@]3(C)[C@H](CC[C@@H]4[C@@](C)(CCC#N)[C@H](C(C)=O)CC[C@]43C)[C@@H]12
[17] NCCNCCCCCCCCCCCCOS(=O)(=O)O
[18] CC1(C)S[C@@H]2[C@H](NC(=O)[C@H](C(=O)O)c3cccs3)C(=O)N2[C@H]1C(=O)O
[19] NNc1cc(Cl)ccc1Cl
[20] O=C(O)c1ccc(-n2cc(/C=N/Nc3ccc(Cl)cc3)c(-c3ccc(F)c(F)c3)n2)cc1

assay / entry	11	12	13	14	15	16	17	18	19	20
KM12	103	30	127	114	98	106	104	106	108	69
SW-620	110	40	101	108	95	112	99	113	106	61
OVCAR-8	111	34	·	111	95	99	102	99	103	87
HCC-2998	98	32	100	111	96	114	118	103	103	83
OVCAR-3	106	39	135	119	114	113	103	111	106	75
OVCAR-5	103	·	111	108	116	112	112	100	108	84
DU-145	104	43	147	118	126	114	104	123	111	85
OVCAR-4	93	48	108	100	·	96	111	112	123	80
PC-3	98	34	72	88	87	81	94	99	103	60

[21] CC(=O)Nc1ccc(-n2cnc3cc(-c4ccc(O)cc4)ccc32)cc1F
[22] CC(=N\N=C(N)N)/C(=N/N=C(N)N)c1ccccc1
[23] Oc1ccc(CC2=NCCc3cc(O)c(O)cc32)cc1O
[24] CN(C)CCC(=O)c1ccc(O)cc1
[25] O=C(Nc1ccnc2ccccc12)c1ccccc1CN1C(=O)c2ccccc2C1=O
[26] Cc1nn(-c2ccc(C#N)cc2)c2nc3c(nc12)C(=O)C(=O)c1ccccc1-3
[27] O=C(Cc1ccccc1)NC(CSSCC(NC(=O)Cc1ccccc1)C(=O)O)C(=O)O (stereo not drawn)
[28] CCOc1cccc(C2CC(=O)Nc3cc4c(cc32)OCO4)c1 (stereo not drawn)
[29] COC(=O)C(=[N+]=[N-])C(=O)c1ccccc1
[30] C=CCCCCCCCCC1OCC(CC)(CCCC)CO1 (stereo not drawn)

assay / entry	21	22	23	24	25	26	27	28	29	30
KM12	5.0*	70	109	100	102	109	108&108	72	102	103
SW-620	28	86	96	107	96	103	90&105	84	100	103
OVCAR-8	16	83	102	102	103	·	102&102	89	103	102
HCC-2998	33	74	112	104	109	93	115&116	86	110	115
OVCAR-3	6.7*	98	108	97	105	124	108&112	82	113	109
OVCAR-5	43	96	114	115	90	98	103&98	109	107	94
DU-145	34	52	106	104	109	115	122&111	94	114	111
OVCAR-4	61	79	90	108	110	112	113&104	90	105	105
PC-3	23	75	101	106	89	105	101&102	82	84	79

Looked up above.
Reading of #28 under SW-620: 84
Reading of #26 under HCC-2998: 93

(more compounds)
[31] COc1ccc(-c2nnc(CNc3ccccc3C)o2)cc1
[32] O=C(/C=C/c1ccco1)Nc1ncc(Cc2cccc(C(F)(F)F)c2)s1
[33] CCCCn1cc(-c2nc3ccccc3s2)c2cccnc21
[34] c1ccc(COc2cccc(-c3nc4sccn4c3-c3ccncn3)c2)cc1
[35] COc1cc2cc(Oc3ccc(NC(=O)Nc4ccc(Cl)c(C(F)(F)F)c4)cc3)c(C)nc2cc1OCCN1CCCCC1
[36] Cc1cc(=O)[nH]c(N/N=C/c2ccccc2O)n1
[37] N#Cc1c(-c2ccc(Cl)cc2)cc(-c2ccc(Br)cc2)[nH]c1=O
[38] O=C(c1ccc(Br)cc1)C(Br)C(c1ccccc1)C(c1ccccc1)[N+](=O)[O-] (stereo not drawn)
[39] CC(=S)N/C=C/c1c(C(=O)O)cc([N+](=O)[O-])cc1[N+](=O)[O-]
[40] CC(=O)Nc1ccc(S(=O)(=O)Nc2onc(C)c2C)cc1

assay / entry	31	32	33	34	35	36	37	38	39	40
KM12	97	4.7*	80	94	-80*	51	83	101	102	105
SW-620	95	18	109	90	-89*	57	90	101	92	96
OVCAR-8	103	8.8*	105	71	-34*	83	91	101	109	102
HCC-2998	99	12	88	113	-39*	54	113	100	95	106
OVCAR-3	103	-33*	84	95	-83*	6.7*	95	93	109	111
OVCAR-5	104	30	100	87	67	95	112	100	98	108
DU-145	108	10	97	88	-85*	79	97	104	102	112
OVCAR-4	90	4.6*	85	69	-4.4*	22	78	87	105	112
PC-3	83	17	84	69	-55*	67	87	82	98	90

[41] O=C(CN1CCN(c2cc(=O)n(-c3ccccc3)c3ccccc23)CC1)Nc1ccc(Cl)cc1
[42] Cc1ccc(NC(=O)Nc2ccc(-c3cccnc3)cc2N2CCC(CO)CC2)cc1
[43] Nc1nc(O)c(N)c(=O)[nH]1
[44] CCCCCCCCNc1ccc(C(=O)OCC)cc1
[45] O=C1/C=C/[C@@H](O)[C@@H]2C[C@@H](O)C[C@H]2/C=C/CCC[C@@H](C(F)(F)F)O1
[46] COc1cc2c(c(OC)c1OC)C(=O)CC(c1cccc(C(=O)Nc3cccc([N+](=O)[O-])c3)c1)O2 (stereo not drawn)
[47] C#C[C@H](O)/C=C/CCCCCCC#C[C@H](O)CC[C@@H](O)C#CCCCCCC/C=C/[C@@H](O)C#C
[48] Cc1ccc2c(CSc3nc(-c4c(Cl)cccc4Cl)c(C#N)c(=O)[nH]3)cc(=O)oc2c1
[49] [2H]C([2H])([2H])Oc1ccc(/C=C/C(=O)/C=C(/C=C/c2ccc(OC([2H])([2H])[2H])c(OC([2H])([2H])[2H])c2OC([2H])([2H])[2H])OB(F)F)c(OC([2H])([2H])[2H])c1OC([2H])([2H])[2H]
[50] CCOc1ccc(S(=O)(=O)N2CCCCC2)cc1

assay / entry	41	42	43	44	45	46	47	48	49	50
KM12	84	20	107	113	99	65	93	95	81	104
SW-620	79	20	103	105	94	89	72	111	18	108
OVCAR-8	83	44	105	98	83	55	89	94	9.4*	99
HCC-2998	95	14	110	115	107	105	95	94	120	102
OVCAR-3	93	4.7*	114	113	70	72	96	100	15	111
OVCAR-5	100	44	101	98	107	97	111	115	91	92
DU-145	89	30	109	108	119	85	96	107	69	110
OVCAR-4	43	45	110	97	75	64	101	109	65	·
PC-3	69	52	101	97	93	22	81	70	68	103

[51] CSc1ccc(OC(C)=O)cc1C
[52] CCCCC/C=C\C/C=C/CCCCCCCCNC(=O)Nc1ccc([N+](=O)[O-])cc1
[53] CCOC(=O)c1csc(NC(=O)Nc2cnc(Nc3ccc(N4CCOCC4)cc3)nc2Oc2ccc(OC)cc2)n1
[54] COc1ccc2nc(-c3cc4c([nH]c5ccccc54)c(-c4cc(OC)c(OC)c(OC)c4)n3)[nH]c2c1
[55] CC(C)CN[C@H]1CS(=O)(=O)C[C@@H]1S(=O)(=O)c1ccc(Cl)cc1
[56] CC(C)CSc1oc(-c2ccccc2)nc1S(=O)(=O)c1ccccc1
[57] Cc1cc(-c2ccccc2)n(N)c(=S)n1
[58] S=C(NNC(=S)Nc1ccc(Cl)cc1)Nc1ccc(Cl)cc1
[59] COC(=O)/C(=C/c1ccccc1)CBr
[60] O=C1NC(=O)N2CCCC12 (stereo not drawn)

assay / entry	51	52	53	54	55	56	57	58	59	60
KM12	101	24	81	27	103	96	103	44	108	111
SW-620	105	32	81	78	75	97	97	98	111	104
OVCAR-8	100	53	67	73	85	95	92	97	119	104
HCC-2998	102	95	62	77	100	100	99	59	103	113
OVCAR-3	106	21	81	90	86	97	103	·	106	107
OVCAR-5	99	113	106	101	116	110	108	87	111	101
DU-145	94	47	99	82	80	99	95	92	104	117
OVCAR-4	100	93	92	64	81	87	102	99	110	116
PC-3	97	16	66	64	96	80	95	75	106	99

A second format for part of the listing above.
Value order – KM12 | SW-620 | OVCAR-8 | HCC-2998 | OVCAR-3 | OVCAR-5 | DU-145 | OVCAR-4 | PC-3
#1 Cc1nn(-c2ccccc2)c2nc3c(c(-c4ccc(Cl)cc4)c12)CNC1(N3)C(=O)N(Cc2ccccc2)c2ccc(Cl)cc21 (stereo not drawn)
    92 | 93 | 107 | 109 | 84 | 97 | 91 | 85 | 67
#2 COC(=O)C1=Nc2ccc(F)cc2/C1=C/c1sc(=S)[nH]c1O
    10 | 23 | 13 | 25 | -1.7* | 44 | 12 | 58 | ·
#3 COc1ccc(-c2cc(C(=O)N=Nc3c(O)[nH]c4ccccc34)c3ccccc3n2)cc1
    -11* | -30* | -29* | -16* | -93* | 18 | -93* | -37* | 2.9*
#4 Nc1c(C(=O)N/N=C/c2cccc(Oc3ccccc3)c2)cnn1CC(O)c1ccccc1 (stereo not drawn)
    88 | 97 | 88 | 99 | 96 | 109 | 98 | 89 | 80
#5 COc1cc(-n2cc(C#N)c(N)c2C(C)=O)cc(OC)c1OC
    108 | 110 | 97 | 113 | 121 | 99 | 112 | 103 | 94
#6 CC(C)(C)OC(=O)N1CCN(S(=O)(=O)/N=C2\NC(=O)NC2=C(Cl)Cl)CC1
    107 | 34 | 100 | 75 | 104 | 101 | 101 | 100 | 97
#7 Cc1cc(Nc2cccc(F)c2)nc(NCc2ccccc2)n1
    14 | 23 | 19 | 27 | 0.2* | 61 | 23 | 16 | 1.5*
#8 OCC1OC(OC2C(O)C(CO)OC2(CO)OC2OC(CO)C(O)C(O)C2O)C(O)C(O)C1O (stereo not drawn)
    109 | 111 | 113 | · | 121 | 107 | 116 | 100 | 98
#9 c1ccc(Cn2cc(-c3ccco3)c3ncnc(N4CCOCC4)c32)cc1
    102 | 97 | 102 | 114 | 113 | 103 | 109 | 108 | 96
#10 O=C(Nc1ccccc1)c1sc(-c2ccc(F)cc2)cc1O
    93 | 95 | 87 | 93 | 81 | 100 | 100 | 93 | 91
#11 N#CCCNc1ccc(-c2ccccc2)cc1
    103 | 110 | 111 | 98 | 106 | 103 | 104 | 93 | 98
#12 Cc1cc(Cc2cc(C)cc(C(C)(C)C)c2O)c(O)c(C(C)(C)C)c1
    30 | 40 | 34 | 32 | 39 | · | 43 | 48 | 34
#13 CCOCCOC(=O)c1ccccc1C(=O)OCCOCC
    127 | 101 | · | 100 | 135 | 111 | 147 | 108 | 72
#14 NC(=S)N1N=C(c2ccc(Cl)cc2)CC1c1cc2ccccc2[nH]c1=O (stereo not drawn)
    114 | 108 | 111 | 111 | 119 | 108 | 118 | 100 | 88
#15 COc1cc(-c2nc3ccccc3[nH]2)cc(CN2CCCCC2)c1O
    98 | 95 | 95 | 96 | 114 | 116 | 126 | · | 87
#16 CC(=O)[C@@H]1CC[C@]2(C(=O)N3CCN(C)CC3)CC[C@]3(C)[C@H](CC[C@@H]4[C@@](C)(CCC#N)[C@H](C(C)=O)CC[C@]43C)[C@@H]12
    106 | 112 | 99 | 114 | 113 | 112 | 114 | 96 | 81
#17 NCCNCCCCCCCCCCCCOS(=O)(=O)O
    104 | 99 | 102 | 118 | 103 | 112 | 104 | 111 | 94

The list goes on:
[61] CC(=O)NCC(=O)c1ccc([N+](=O)[O-])cc1
[62] O=C1CCC23OC=CC2C2(Nc4ccccc4NC2=O)c2c(Cl)cccc2N13 (stereo not drawn)
[63] CCOC(=O)CSc1nc2ccccc2c(=O)n1CCc1ccc(S(N)(=O)=O)cc1
[64] CN(C)N1C(=O)c2c(Cl)c(Cl)c(Cl)c(Cl)c2C1=O
[65] CCOC(=O)c1ccc2c(c1)nc(-c1ccc(OCc3ccccc3)c(OC)c1)n2-c1cc(C(C)(C)C)[nH]n1
[66] CC(C)CC(NC(=O)C(Cc1c[nH]c2ccccc12)NC(=O)OC(C)(C)C)C(=O)NN (stereo not drawn)
[67] Oc1ccccc1-c1nnc(Cn2c(Cc3cccc4ccccc34)nc3ccccc32)o1

assay / entry	61	62	63	64	65	66	67
KM12	103	96	99	113	69	108	99
SW-620	99	107	106	108	98	102	103
OVCAR-8	103	106	99	105	100	·	101
HCC-2998	109	96	95	102	91	114	104
OVCAR-3	105	102	104	122	82	116	101
OVCAR-5	103	97	104	115	89	103	97
DU-145	109	102	107	120	90	114	106
OVCAR-4	113	117	94	111	76	95	99
PC-3	98	93	100	99	55	101	89
